PNC inhibitor: blocks assembly of the perinucleolar compartment. PC3M PTB-GFP, PNC prevalence imaging, 16 h; hits give low values. activity change (PNC), negative = inhibition, % at 10 µM. 3.1% of 140,000 active. AID 2417;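 active means readout at or below -70, meaning at least 70% loss of cells showing the perinucleolar compartment, a nuclear body marking cancer cells; inconclusive means readout between -30 and a set limit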;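 further: plate controls were DMSO wells for no effect and camptothecin positive control wells for full effect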
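Read-out is percentage of cells bearing a perinucleolar compartment, from automated 20x imaging of fixed, Hoechst-stained PC3M PTB-GFP cells. Cells were seeded 4 h, then exposed 16 h to compound (23 nl of library stock) in duplicate plates.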
IMPase cell inh: IMPase inhibition in cells | P97697 | CHO-M1 cells, IP1 accumulation, HTRF TR-FRET ratio | inhibition (IP1 accumulation), % at 46.1 µM | 120,000 tested, under 10 active | AID 901; active means well fitted curve in the direction sought with a large enough effect in the signal ratio, not every such curve was filed as active; inconclusive means small, poorly fitted or top-dose-only effect, or a change in a side signal; inactive means no such curve, though single readings can be large or run the other way; the % refers to the signal ratio;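 further: cells stimulated with carbachol in lithium chloride buffer; plate controls were DMSO basal wells for no effect and reference inhibitor wells for full effect; higher means more IMPase inhibition seen as more IP1 and lower FRET ratio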
Target sequence (P97697 whole entry, looked up): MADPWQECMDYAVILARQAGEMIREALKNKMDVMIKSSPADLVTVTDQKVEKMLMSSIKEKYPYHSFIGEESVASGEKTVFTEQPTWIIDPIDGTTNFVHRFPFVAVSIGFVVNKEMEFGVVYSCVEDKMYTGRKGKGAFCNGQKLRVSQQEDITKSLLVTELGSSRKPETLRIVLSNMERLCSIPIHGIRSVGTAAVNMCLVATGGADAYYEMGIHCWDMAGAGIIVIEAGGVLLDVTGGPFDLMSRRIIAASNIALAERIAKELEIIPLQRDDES
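Seeded CHO-M1 cells were dosed with compound at up to 46 uM, stimulated with carbachol for 30 min, then lysed in IP-One detection reagents. Higher IP1 lowers the TR-FRET signal.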
15-hLO-2 inh: inhibitors of human 15-lipoxygenase 2 (ALOX15B); O15296; purified 15hLO-2, xylenol orange hydroperoxide absorbance; Potency, µM (series often up to 57.1 µM), for the others: at the highest dose activity change, negative = inhibition, usual class: inhibitors; 0.56% of 110,000 active; AID 881; further: potency means the concentration at half of the fitted maximal effect; nearly all actives have a fitted effect of over 60% in size; many of its hits are not listed in these tables
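Purified human 15hLO-2 (50 nM) preincubated 15 min with compound, then 45 uM arachidonic acid for 90 min at RT in 25 mM Hepes pH 7.5, 0.01% Triton X-100. Hydroperoxide detected by Fe-xylenol orange; 573/405 nm absorbance ratio.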
ALOX12 inhib: 12-hLO (ALOX12) enzyme inhibition. AID 1452. 0.12% of 150,000 active. P18054. purified 12-hLO, xylenol orange hydroperoxide absorbance. Potency, µM (doses to about 57.1 µM), inactives show top-dose activity change, negative = inhibition, usual class: inhibitors; further: potency means the concentration at half of the fitted maximal effect; nearly all actives have a fitted effect of over 55% in size; many of its hits are not listed in these tables
Target sequence (P18054 whole entry, looked up): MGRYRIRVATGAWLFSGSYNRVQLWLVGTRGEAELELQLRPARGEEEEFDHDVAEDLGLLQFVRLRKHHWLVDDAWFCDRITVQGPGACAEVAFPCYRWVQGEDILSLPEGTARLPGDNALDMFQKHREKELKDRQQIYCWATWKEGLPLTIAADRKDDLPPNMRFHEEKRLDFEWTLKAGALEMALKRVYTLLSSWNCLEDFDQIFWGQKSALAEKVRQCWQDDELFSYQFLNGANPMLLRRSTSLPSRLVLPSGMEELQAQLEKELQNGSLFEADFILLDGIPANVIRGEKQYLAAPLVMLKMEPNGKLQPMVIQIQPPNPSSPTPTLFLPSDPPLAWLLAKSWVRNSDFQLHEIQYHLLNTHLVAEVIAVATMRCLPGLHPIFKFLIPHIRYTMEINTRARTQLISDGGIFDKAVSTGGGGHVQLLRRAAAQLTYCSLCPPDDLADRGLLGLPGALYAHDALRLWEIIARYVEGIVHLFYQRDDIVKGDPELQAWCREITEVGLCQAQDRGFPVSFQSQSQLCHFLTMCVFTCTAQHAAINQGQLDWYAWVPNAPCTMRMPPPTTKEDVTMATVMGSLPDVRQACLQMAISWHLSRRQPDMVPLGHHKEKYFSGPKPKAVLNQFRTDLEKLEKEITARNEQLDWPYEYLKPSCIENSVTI
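Purified human 12hLO (150 nM), preincubated 15 min with compound, then 40 uM arachidonic acid for 30 min, room temperature, Hepes pH 7.0 with 0.01% Triton X-100. Hydroperoxide detected by ferrous iron/xylenol orange; 573/405 nm absorbance ratio gives reaction progress.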
Active calls of the source: *; ? = inconclusive; . = not tested or not shown; & = joins results of further samples; [ ] = dose if it differs, or a comment. Unless noted, the call rests on the fitted dose curve; in most records, active means well fitted curve in the direction sought with a large enough effect; inconclusive means small, poorly fitted or top-dose-only effect, or another doubt; inactive means no such curve, though single readings can be large; an effect the other way counts as inactive or inconclusive. Unless noted, on the % scale 0 is the no-effect control and ±100 the full control effect. The list is partial, so the mix of outcomes need not match the whole.

SMILES | PNC inhibitor | IMPase cell inh | 15-hLO-2 inh | ALOX12 inhib
O=C(Nc1ccccc1)c1ccc(Nc2c([N+](=O)[O-])cc([N+](=O)[O-])c3ccccc23)cc1 | ? | . | . | 1%
C/C(=C\C(=O)c1ccc(Br)cc1)NCc1ccc2c(c1)OCO2 | 28 | -1 | -2% | -5%
CCCCSc1nc(C)nc2c1c(=O)n(C)c(=O)n2C | -21 | 0 | -2% | -7%
O=C(COc1ccc(S(=O)(=O)N2CCOCC2)cc1)NC1CCCC1 | -7 | -5 | 3%[2.29 µM] | 6%
Cc1cc(C)n(Cc2ccccc2)c(=O)c1S(=O)(=O)c1ccccc1 | 30 | 2 | . | 11%
O=C(CSC1=NC2(CCCCCC2)N=C1c1ccccc1)Nc1ccc2c(c1)OCCO2 | -119* | . | . | -7%
CCOc1ccc(Cl)cc1CN1CCOCC1 | 50 | 7 | 11% | 6%
COc1ccc(NS(=O)(=O)c2ccc3oc(SCc4ccc(F)cc4)nc3c2)cc1 | ? | 1 | . | -1%
O=C(Nc1nc2ccccc2n1Cc1ccccc1)c1ccco1 | 16 | 7 | 1% | 0%
COc1ccc(C(=O)n2cc(C(=O)c3cc(C)ccc3O)cn2)cc1 | ? | . | . | 3%
CC(C)CC(CO)N1CCN(C(=O)c2cccc(C(F)(F)F)c2)CCC1=O (centres undefined) | -30 | . | . | -1%
CCOC(=O)c1c(NC(=O)CC2SC(=NC)N(C)C2=O)sc(C)c1C (centres undefined) | 41 | -4 | 17% | -4%
COc1ccc(N(CC(=O)NC2CCCCCCC2)S(=O)(=O)c2c(C)nn(C)c2C)cc1 | 21 | 0 | 6% | 0%
Cc1ccccc1-c1nc(CN2CCC(C(=O)NCc3cccs3)CC2)c(C)o1 | 44 | 3 | 15% | 5%
COc1cccc(C(=O)Nc2cc(C(F)(F)F)ccc2Cl)c1 | 53 | 4 | -2% | -1%
Cc1nc2cc(NC(=O)N(C)c3ccc4ccccc4c3)ccc2o1 | 33 | 2 | -7% | -10%
CCOc1ccccc1NC(=O)Cn1nnc(-c2ccc(OCC)c(OCC)c2)n1 | ? | 5 | -8% | 1%
CCCCCCn1c(CN2CCCCC2CC)nc2c1c(=O)n(C)c(=O)n2C (centres undefined) | ? | -6 | 6% | -3%
CCOc1ccccc1N(CC(=O)Nc1ccc2c(c1)OCCO2)S(C)(=O)=O | -125* | -8 | 3% | -6%
C/C(N)=C(/C#N)C(=O)CSc1nc2ccccc2[nH]1 | 7 | 6 | 3% | -4%
COc1ccc(CNCCC(c2ccc(F)cc2)c2ccc(OC)cc2)cc1 (centres undefined) | 34 | . | . | -2%
CCCCn1c(SCC(=O)N2CC(C)CC(C)C2)nc2cc(S(N)(=O)=O)ccc21 (centres undefined) | -3 | 1 | -8% | -7%
CSc1nc(Sc2ccccc2)c2ccccc2n1 | 19 | -4 | 11% | 7%
Cc1cc(Br)c2[nH]c3c(c2c1)CCCC3=O | 7 | -1 | -4% | -2%
CCOc1ccc(OCCSc2nc(C)cc(=O)[nH]2)cc1 | -16 | 3 | -7% | -2%
COc1cc(C(=O)Nc2cc(-c3nc4cc(C)ccc4o3)ccc2C)cc(OC)c1OC | 1 | -8 | ? | 5%
CCOc1ccc2c(C)cc(=O)oc2c1OCC | 3 | 3 | 2% | -5%
COCCn1nnnc1C(c1ccccn1)N1CCN(c2cccc(C)c2C)CC1 (centres undefined) | ? | 9 | . | 1%
CCOC(=O)c1c(N)sc(-c2ccccc2)c1C | -19 | 9 | . | 0%
CCOC(=O)c1cc2sccc2n1CC(=O)Nc1ccc(OC)cc1 | 34 | 11 | -11% | 2%
c1cncc(-c2nnc3sc(C4CCCCC4)nn23)c1 | 16 | 6 | -1% | 6%
COc1ccc2nc(C)c(C(=O)OCCN(C)C)cc2c1 | 33 | 13 | 2% | -5%
CCOC(=O)N1CCN(C(=O)C2CCN(S(=O)(=O)CC)CC2)CC1 | ? | -1 | -3% | -1%
COc1cc(C(=O)N2CCN(C(=O)c3ccccc3)CC2)cc(OC)c1OC | 12 | -2 | -2% | -2%
COc1ccc(CC(=O)Nc2ccc(S(=O)(=O)Nc3cc(C)on3)cc2)cc1OC | 12 | 2 | -1% | -6%
O=C(CN1CCN(CC(=O)Nc2ccccc2C(F)(F)F)CC1)Nc1ccccc1F | ? | 18 | -8% | 0%
CC(C)n1cnc2cc(NCc3ccccn3)ccc21 | -17 | ? | 48%[activator] | 4%
CC1(C)CC(CC(=O)Nc2ccccc2[N+](=O)[O-])C(=O)O1 (centres undefined) | ? | . | . | -3%
Cc1ccccc1-c1noc(-c2cccs2)n1 | 38 | -1 | . | -1%
CCn1c(COc2ccc(C)cc2)nnc1SCC(=O)Nc1ccc2c(c1)OCCO2 | 20 | -1 | 6% | -3%
CC(C)CC(COCc1ccc(Cl)cc1)N1CCN(C(=O)c2ccc(Cl)cc2Cl)CCC1=O (centres undefined) | -6 | . | . | -7%
Cc1ccccc1NCc1ccc(O)c2ncccc12 | -11 | 13 | . | ?
Cc1c(C#N)c(N=CN(C)C)c(C(=O)c2ccc(Br)cc2)n1-c1ccccc1 | ? | 7 | -1% | 0%
O=C(Cc1c(Sc2ccccc2)c2ccccc2n1Cc1ccccc1)NCCO | ? | . | . | -1%
CC(SC1=NCCS1)C(=O)Nc1nnc(-c2ccc(Br)cc2)s1 (centres undefined) | 15 | 3 | -7% | -1%
N#Cc1c(Sc2ncc(C(F)(F)F)cc2Cl)nsc1C/C=N\OCc1ccccc1Br | -1 | 11 | 13µM* | -13%
CC(=O)c1ccc(N2CCN(S(=O)(=O)c3cccc(S(=O)(=O)N4CCOCC4)c3)CC2)cc1 | -5 | 2 | -18% | 3%
COC(=O)[C@H]1C[C@@H]1[C@H](NS(=O)(=O)c1ccc2ccccc2c1)c1ccccc1 | 68 | . | -10% | -2%&-2%
N/C(=N\OC(=O)c1ccccc1Cl)c1ccc(Cl)cc1 | ? | 9 | 8% | -1%
CC(C)(C)n1nnnc1C(c1ccc(C(F)(F)F)cc1)N(Cc1ccccc1)Cc1ccco1 (centres undefined) | 18 | 4 | 0% | 7%

(listing goes on)
SMILES | PNC inhibitor | IMPase cell inh | 15-hLO-2 inh | ALOX12 inhib
O=C(O)CC(C(=O)OC1CCCCC1)N1CCOCC1 (centres undefined) | ? | 12 | 2% | -9%
CCOC(=O)COc1ccsc1C(=O)OC | 30 | 2 | 6% | 1%
CCOC(=O)C(NC(=O)c1ccccc1)(N1CCOCC1)C(F)(F)F (centres undefined) | ? | -1 | 0% | -2%
CCC(CC)C(=O)Nc1cccc(C(=O)Nc2ccc(S(=O)(=O)Nc3ccc(C)cc3)cc2)c1 | -13 | 8 | 0% | -15%
O=C(O)CC12C[C@H]3C[C@@H](CC(O)(C3)C1)C2 | . | . | -2%[11.4 µM] | 2%[11.4 µM]
CCCN1Cc2cccc(C(=O)NCc3ccc4c(c3)OCO4)c2C1=O | ? | -6 | 3% | -11%
CC(=O)Nc1ccccc1NC(=O)CC(C)(C)C | ? | -5 | 1% | 0%
CCOC(=O)c1ccc(Nc2nnc3nc(C)cc(C)n23)cc1 | 6 | 4 | 2% | 3%
Cc1ccc(C)c(CS(=O)(=O)c2cn(CC(=O)N3CCC(C)CC3)c3ccccc23)c1 | ? | 6 | . | -5%
COCCNC(=O)CN1CCOc2ccccc21 | 21 | 2 | -9% | -5%
CCN(CC)C(=O)c1ccc(NS(=O)(=O)c2ccccc2)cc1 | 8 | -3 | -3% | -3%
Cc1nc(NCCO)c(C#N)c2c1COC(C)(C)C2 | -16 | -5 | 7% | 1%
O=C(O)c1ccc(NC(=S)Nc2ccccc2)cc1 | ? | . | . | -3%
N#CC1=C(N)Oc2cc(N)ccc2C1c1ccc(F)cc1 (centres undefined) | ? | 5 | -1% | -10%
CC(C)C(NC(=O)c1ccc(S(=O)(=O)N2CCOCC2)cc1)c1nc2ccccc2[nH]1 (centres undefined) | 42 | 1 | 2% | -1%
O=C(Nc1ccccc1)NC1CCN(CCCN2C(=O)c3ccccc3C2=O)CC1 | 51 | 9 | 9% | -2%
O=P(Cc1ccccc1)(c1ccccc1)c1ccccc1 | 4 | -14 | . | 7%
COc1ccc(C2CC(c3ccc(OC)cc3)n3nc(N)nc3N2)cc1 (centres undefined) | ? | 10 | 43%[activator] | -5%
CC1(C)COC(c2coc3ccccc3c2=O)OC1 | 10 | . | . | -1%
CNS(=O)(=O)c1ccc(NC(=O)C(CCSC)NC(N)=O)cc1 (centres undefined) | ? | -5 | -4% | -8%
Nc1c(C(=O)Nc2ccc(S(=O)(=O)N3CCCC3)cc2)sc2nc3cc4c(cc3cc12)CCC4 | 71 | 4 | . | -1%
COC(=O)c1cn(C(=O)c2cccs2)c2ccccc12 | ? | 8 | -6% | -2%
CCCCSC1(SCCCC)N=C(N)C2(C#N)C(c3ccccc3)NC(C)=CC12C#N (centres undefined) | -1 | ? | -10% | -3%
O=C1CC(c2ccccc2)CC(O)=C1C=NCCN1CCNCC1 (centres undefined) | 19 | 7 | 7% | -2%
O=C(NCc1ccc(F)cc1)C1CCC(=O)N1C1CCCCC1 (centres undefined) | 68 | 6 | -6% | 5%
CCn1cc(C(=O)OC(C)C(=O)Nc2c(C)n(C)n(-c3ccccc3)c2=O)c(=O)c2ccc(C)nc21 (centres undefined) | -12 | 0 | 3% | 0%
CCC(C)C(NC(=O)c1ccc(Cl)cc1)C(=O)O (centres undefined) | -10 | -6 | -3% | -4%
Cc1ccc(NC(=O)COn2nnc3ccc(S(=O)(=O)N(C)C)cc32)cc1F | -24 | 5 | 1% | -2%
CCOC(=O)Cc1c(Sc2ccccc2)c2ccccc2n1C | 13 | -15 | . | -3%
COC(=O)c1ccc(/C=C/c2ccc3cccc(OC(C)=O)c3n2)cc1 | 15 | -5 | . | -3%
CC(CCc1ccccc1)NC(=O)COC(=O)C1=COCCO1 (centres undefined) | 13 | -3 | 1% | -2%
COc1ccc(/C=C(\NC(=O)c2cccs2)C(=O)N2CCOCC2)cc1OC | -1 | . | . | 1%
CCCNC(=S)N1CCC(c2nc3cc(C)c(C)cc3[nH]2)CC1 | 49 | 5 | 20% | 6%
Cc1nn2c3c(cnc2c1-c1ccccc1)C(=O)CCC3 | 3 | 5 | 3% | -2%
C=C(CCC12O[C@H](C(=O)O)[C@@](O)(C(=O)O)[C@](C(=O)O)(O1)[C@H](OC(=O)/C=C/[C@@H](C)C[C@@H](C)CC)[C@H]2O)[C@@H](OC(C)=O)[C@H](C)Cc1ccccc1 | . | . | 13%[0.0915 µM] | -4%[0.00818 µM]
O=C(Cn1nnc(-c2ccccc2)n1)OCc1csc(-c2ccccc2)n1 | -19 | -2 | -4% | -6%

Source: PubChem BioAssay (National Center for Advancing Translational Sciences (NCATS))
